mIDH1 inhibitor – blocks human mutant IDH1 R132H enzyme. AID 602179. IDH1-R132H enzyme, NADPH consumption, diaphorase/resazurin fluorescence. Potency, µM (highest dose often 76.6 µM), for inactives: at the top dose activity change, negative = inhibition, most hits filed as inhibitors. 390,000 tested, 0.093% active. O75874; further: potency means the concentration at half of the fitted maximal effect; on the % scale 0 is the no-effect control and ±100 the full control effect; nearly all actives have a fitted effect of over 65% in size
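IDH1-R132H (0.5 ug/mL) preincubated 30 min with compound, then NADPH (0.016 mM) and alpha-KG (2 mM) added; 80 min at RT, pH 7.5. Remaining NADPH coupled via diaphorase/resazurin to fluorescence (540/590 nm); concentration-response curves normalized to no-enzyme control.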
TRHR ag – TRH receptor (human) agonism. P34981. TRHR cells, calcium flux fluo-8, FDSS agonist mode. activation, % at 2 µM. 360,000 tested, 0.18% active. AID 493084; in the data active means activation above about 30%; further: 0% is about no effect
Target sequence (P34981 whole entry, looked up): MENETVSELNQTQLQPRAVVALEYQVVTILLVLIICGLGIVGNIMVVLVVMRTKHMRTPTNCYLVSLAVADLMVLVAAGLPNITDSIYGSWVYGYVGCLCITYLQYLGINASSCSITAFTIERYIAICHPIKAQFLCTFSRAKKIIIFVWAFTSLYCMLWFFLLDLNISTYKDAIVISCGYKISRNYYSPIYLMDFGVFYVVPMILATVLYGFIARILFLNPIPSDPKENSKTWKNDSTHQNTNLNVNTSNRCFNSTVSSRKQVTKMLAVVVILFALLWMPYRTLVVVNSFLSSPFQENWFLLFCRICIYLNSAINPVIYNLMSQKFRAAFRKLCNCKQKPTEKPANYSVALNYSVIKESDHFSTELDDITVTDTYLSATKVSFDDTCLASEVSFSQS
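Steps: seed TRHR cells overnight; add fluo-8 no-wash Ca dye, RT 30 min–1.5 h; record 10 s baseline; pin-transfer compounds; monitor fluorescence 1 cycle/s for the agonist window. Calcium increases flag candidate agonists.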
D2 antagonist – antagonists of human D2 dopamine receptor | inhibition, % at 10 µM | P14416 | HEK293 TREx D2 cells, calcium flux, dopamine EC80 | 340,000 tested, 2% active; in the data active means inhibition above about 30%; further: 0% is about no effect
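Cells plated overnight at 30 C with tetracycline; no-wash calcium dye, 30–90 min RT; 10 s baseline; compound pinned; 180 s read; EC80 dopamine added; another 180 s read.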
TRHR enhancer – allosteric enhancers of human TRH receptor; enhancement, % at 2 µM; TRHR cells, fluo-8 calcium fluorescence, EC20 TRH enhancement; 360,000 tested, 0.66% active; in the data active means enhancement above about 30%; further: 0% is about no effect
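Enhancer read-out: after compound pinning and an initial kinetic agonist-mode read, an EC20 of TRH (10 nM final) was injected and fluo-8 calcium signal (Ex 480/Em 530) followed at 1 s/cycle for 100 cycles in TRHR-expressing cells.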
TrxR1 substrate – rat thioredoxin reductase 1 substrate activity; purified TrxR1 substrate turnover, NADPH consumption readout; Potency, µM (titrated, usually from 114 µM), for inactives: top-dose activity change, negative = substrate turnover; AID 588456; 390,000 tested, 0.01% active; further: potency means the concentration at half of the fitted maximal effect; on the % scale 0 is the no-effect control and ±100 the full control effect; nearly all actives have a fitted effect of over 50% in size
Target sequence (O89049 whole entry, looked up): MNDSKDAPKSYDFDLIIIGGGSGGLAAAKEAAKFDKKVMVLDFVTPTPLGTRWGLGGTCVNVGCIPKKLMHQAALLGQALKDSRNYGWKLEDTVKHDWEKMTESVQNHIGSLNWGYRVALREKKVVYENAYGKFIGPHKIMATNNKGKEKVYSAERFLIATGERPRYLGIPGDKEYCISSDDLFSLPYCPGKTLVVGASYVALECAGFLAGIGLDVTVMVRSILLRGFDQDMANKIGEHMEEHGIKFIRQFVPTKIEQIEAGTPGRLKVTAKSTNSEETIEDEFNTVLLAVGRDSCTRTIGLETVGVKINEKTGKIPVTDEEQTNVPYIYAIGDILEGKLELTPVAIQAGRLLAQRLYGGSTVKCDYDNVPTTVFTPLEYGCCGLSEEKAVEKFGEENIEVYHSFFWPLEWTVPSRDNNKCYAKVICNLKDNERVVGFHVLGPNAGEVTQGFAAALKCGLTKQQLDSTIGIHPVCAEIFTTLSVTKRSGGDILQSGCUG
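Rat TrxR1, dispensed at 90 nM, was prereduced with 400 uM NADPH (final) for 5 min at ~22 deg C, then incubated with compound 15 min before 400 uM selenite. A first-read NADPH fluorescence drop versus no-compound background flagged substrates.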
USP1-UAF1 inh – inhibitors of human USP1/UAF1 deubiquitinase; Potency, µM (highest dose often 57.1 µM), for inactives: top-dose activity change, negative = inhibition, most hits filed as inhibitors; 390,000 tested, 0.23% active; O94782; recombinant USP1/UAF1, Ub-Rhodamine cleavage fluorescence; further: potency means the concentration at half of the fitted maximal effect; on the % scale 0 is the no-effect control and ±100 the full control effect; nearly all actives have a fitted effect of over 60% in size; inactives centre near -12
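USP1/UAF1 complex (1 nM) preincubated 15 min at room temperature with compound, then Ub-Rho substrate (150 nM final) added. Kinetic fluorescence at 480/540 nm over 6 reads at 60 s intervals; 50 mM HEPES pH 7.8, 0.5 mM EDTA, 0.1 mg/ml BSA, 1 mM TCEP, 0.01% Tween-20.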
TrxR1 inh – rat TrxR1 inhibition. 390,000 tested, 1% active. recombinant rTrxR1, NADPH fluorescence consumption, selenite substrate. O89049. Potency, µM (series often up to 114 µM), without a hit: at the highest dose activity change, negative = inhibition, hits mostly inhibitors; further: potency means the concentration at half of the fitted maximal effect; on the % scale 0 is the no-effect control and ±100 the full control effect; nearly all actives have a fitted effect of over 65% in size
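Rat TrxR1 (90 nM in the dispensed reagent) was pre-reduced with 400 uM NADPH for 5 min at room temperature, then incubated with compound for 15 min. After 400 uM selenite was added, NADPH fluorescence (Ex 340/Em 450 nm) was followed for 8 min.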
D2 agonist – D2 dopamine receptor (human) agonism. P14416. HEK293 T-REx D2 cells, calcium flux agonist mode. activation, % at 2 µM. 340,000 tested, 0.53% active;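 active means activation over 3 SD above normal in the single-dose calcium agonist read, cut at about 30% in these data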; further: 0% is about no effect
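Tetracycline-induced HEK293 Trex cells with D2 receptor force-coupled to calcium signaling, plated overnight at 30 C and loaded with no-wash calcium dye. Calcium flux read kinetically for 180 s after compound addition; responses flag agonists.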
Pin1 inh – inhibitors of human Pin1 | Q13526 | Pin1 FP peptide displacement, HiFluor488, 10 min | Potency, µM (titrated, usually from 115 µM), for the others: top-dose activity, negative = inhibition, hits mostly inhibitors | 390,000 tested, 0.009% active; active means well fitted inhibition curve with a large enough effect in the polarisation, with a control signal flat, not every such curve was filed as active; inconclusive means small, poorly fitted or top-dose-only effect, or effect the other way, or a change in a side signal; inactive means no such curve, though single readings can be large or run the other way; the % refers to the polarisation; further: potency means the concentration at half of the fitted maximal effect; on the % scale 0 is the no-effect control and ±100 the full control effect
Target sequence (Q13526 whole entry, looked up): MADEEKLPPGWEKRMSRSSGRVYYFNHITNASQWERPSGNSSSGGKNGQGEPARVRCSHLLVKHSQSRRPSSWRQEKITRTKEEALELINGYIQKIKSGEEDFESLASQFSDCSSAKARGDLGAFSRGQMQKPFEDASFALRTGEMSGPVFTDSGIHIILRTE
Numbers without * were called inactive; ? = inconclusive; · = not tested or not shown; & = joins results of further samples; [ ] = remark or other dose. Unless noted, the call rests on the fitted dose curve; in most records, active means well fitted inhibition curve with a large enough effect; inconclusive means small, poorly fitted or top-dose-only effect; inactive means no such curve, though single readings can be large or run the other way. These rows are one share of the data; count on the stated rates, not on these rows.

SMILES	mIDH1 inhibitor	TRHR ag	D2 antagonist	TRHR enhancer	TrxR1 substrate	USP1-UAF1 inh	TrxR1 inh	D2 agonist	Pin1 inh
O=[N+]([O-])c1cc2c(c(CSc3nnc(Nc4ccccc4)s3)c1)OCOC2	1%	-0.6	0	5	-2%	-11%	-12%	-0.4	-1%
CN1CCN(C(=O)c2cc3sc4ccccc4c3s2)CC1	9%	-0.5	-2	5	4%	-14%	12%	-1.3	-2%
O=C(CCS(=O)(=O)c1ccccc1)N1CCN(c2ccccc2)CC1	1%	-0.7	-6	0	-2%	-1%	6%	11	-4%
CCn1c(NC(=O)c2cccs2)nc2ccccc21	10%	3.4	-14	-8	3%[57.1 µM]	-13%	8%[57.1 µM]	1.0	-2%
Cc1ccccc1Cn1c(=O)n(C)c(=O)c2sccc21	8%	-0.1	7	3	-3%[57.1 µM]	-3%	-1%[57.1 µM]	0.8	-2%
CN1CCN(CC(=O)Nc2ccc(S(=O)(=O)N(C)C)cc2)CC1	5%	0.1	5	3	5%[57.1 µM]	-9%	14%	1.1	-10%
Cc1cccn2cc(CNC(=O)C3CCCCC3)nc12	-1%	0.4	17	-7	0%	-2%	-7%	0.3	-1%
CSc1ncccc1C(=O)OCc1ccccc1Cl	2%	0.2	-6	-5	2%	-16%	28%	0.0	-2%
NC(=O)[C@@H]1CCCNc2c(I)cc([N+](=O)[O-])cc2C(=O)N[C@@H](Cc2ccccc2)C(=O)N[C@@H](Cc2cnc[nH]2)C(=O)N1	-2%	-0.5	-24	2	7%[57.1 µM]	-32%	10%[57.1 µM]	-0.2	?
COCC(=O)n1nc(-c2ccccc2)nc1NCc1ccc(F)cc1	-1%	-0.5	-3	4	12%	-17%	12%[57.1 µM]	0.5	-6%
C(#Cc1ccccc1)CN1CCN(c2ccccn2)CC1	-5%&5%	0.7	20	5	1%&-5%	-10%&-15%	-1%&-13%	45*	?
CCOC(=O)c1cc(-c2ccccc2C)nn1CC1CC(c2cccnc2)=NO1 (configuration not stated)	7%	·	·	·	6%[57.1 µM]	-31%	18%	·	1%
CN(C1CCCCC1)S(=O)(=O)c1cc2c(cc1Cl)NC(=O)CO2	-9%	0.8	-2	-4	5%	-29%	17%	0.2	0%
Cc1cc(C)n2c(nc3ccccc32)c1C(=O)NCc1ccccc1	2%	0.4	5	2	10%[11.4 µM]	-19%	-10%[11.4 µM]	0.3	-1%
CCN1Cc2cc(OC)ccc2-c2ccccc2S1(=O)=O	21%	·	·	·	14%	-26%	22%	·	0%
Cc1ccc2c(c1)C1NC(=S)NC(C)(O2)C1C(=O)Nc1ccc(Cl)cc1 (configuration not stated)	0%	-0.2	-7	0	-2%	-18%	-2%	-0.4	0%
COCCNC(=O)c1ccc(N2CCC3(CC2)OCCO3)c([N+](=O)[O-])c1	1%	0.3	11	-1	-6%	-6%	-1%	0.9	6%
CCC(=O)c1cc(-c2nc3ccccc3n2C)n(C)c1	7%	-0.3	-36	4	2%	1%	-3%	-1.1	1%
Cc1ccc(C(C)n2cc(C(=O)NCc3cccnc3)nn2)cc1 (configuration not stated)	1%	0.0	1	2	-2%	3%	2%	0.1	-4%
CC1CC(C)CN(S(=O)(=O)N2CCCC(C(=O)NC3CCCCC3C)C2)C1 (configuration not stated)	-12%	-0.2	19	-1	-3%	-4%	23%	-0.5	-2%

The closing 2 records of the section before come first, to join the parts.
SMILES	mIDH1 inhibitor	TRHR ag	D2 antagonist	TRHR enhancer	TrxR1 substrate	USP1-UAF1 inh	TrxR1 inh	D2 agonist	Pin1 inh
Cc1ccc(C(C)n2cc(C(=O)NCc3cccnc3)nn2)cc1 (configuration not stated)	1%	0.0	1	2	-2%	3%	2%	0.1	-4%
CC1CC(C)CN(S(=O)(=O)N2CCCC(C(=O)NC3CCCCC3C)C2)C1 (configuration not stated)	-12%	-0.2	19	-1	-3%	-4%	23%	-0.5	-2%
COC(=O)c1c(C)oc2cc(Br)c(OCC(=O)C(C)(C)C)cc12	-3%	-0.4	0	-6	-5%	-21%	10%	-0.1	4%
Cc1oc(-c2ccc(-c3ccccc3)cc2)nc1CN1CCN(CC(=O)N(C)C)CC1	4%	-0.4	-1	1	8%	-21%	32%	0.1	-3%
CC1CCN(c2ccc(-c3cccc(NC(=O)C(F)(F)F)c3)nn2)CC1	-3%	-0.8	0	6	-3%	-13%	15%	0.1	5%
COc1ccccc1N(CC(=O)NC1CCCCC1)C(=O)CNC(=O)c1cccs1	5%	0.3	-3	-4	2%[57.1 µM]	-16%	20%[57.1 µM]	-3.2	-1%
O=c1nc(Nc2ccc(OCc3ccccc3)cc2)sc2ncccc12	7%	1.3	-16	-3	-2%	2%	0%	-1.2	0%
C=CCn1c(=O)c(C(=O)Nc2ccc(C)cn2)c(O)c2ccccc21	-8%	0.8	-1	8	3%[2.29 µM]	-20%	21%[2.29 µM]	-0.7	?
COc1ccccc1N1CCN(C(=O)CNS(=O)(=O)c2ccc(Br)s2)CC1	-4%&-16%	-1.2&-1.5	-3	-3&13	10%[0.0914 µM]	-6%&15%	11%[0.0914 µM]	-0.9&-1.2	-3%&5%
Cc1cccc(NC(=O)Cn2nc(C)c3nn(-c4ccc(Cl)cc4)c(C)c3c2=O)c1C	16%	-0.6	·	-1	1%[57.1 µM]	?	20%[57.1 µM]	0.0	8%
O=C(c1ccc(-c2cccc(Cl)c2Cl)o1)N1CCOCC1	14%	0.1	-1	0	-2%	-11%	?	-0.3	1%
CCCc1nc2nc(C)c(NS(=O)(=O)c3ccc([N+](=O)[O-])cc3)c(=O)n2[nH]1	-5%	-0.7	-2	5	-7%[57.1 µM]	1%	-8%[57.1 µM]	-1.2	0%
O=C(NCCNC(=O)c1ccccc1Br)c1cccnc1	2%	0.1	·	2	-6%	-4%	-9%	·	6%
Cc1ccc(C)c(S(=O)(=O)NCCC(=O)N2CCCC(C(N)=O)C2)c1 (configuration not stated)	-4%	0.2	2	3	0%	-7%	13%	1.3	2%
CC(=O)c1cccc(NC(=O)NCCS(C)=O)c1 (configuration not stated)	6%	0.3	-3	1	3%	-14%	23%	0.3	2%
CCN(Cc1ccccc1)C(=O)CSc1ncn[nH]1	3%	0.1	2	-3	1%	2%	17%	0.8	-2%
O=C(Nc1cccc(OCc2cc(=O)n3c4c(sc3n2)CCCC4)c1)c1ccc(F)cc1	-3%	-1.7	·	4	5%	-15%	2%	-1.2	11%
CCSc1nnc(-c2cccs2)o1	4%	-0.9	0	-8	27%[57.1 µM]	-6%	18%[57.1 µM]	0.2	-1%
COCc1cc(C)n(CC(=O)NC(C)c2ccccc2)c(=O)c1C#N (configuration not stated)	8%	0.1	-1	1	63%[activator]	-3%	-12%	0.2	-3%
CC(C)c1nc(CNC(=O)CCc2nnc(-c3ccsc3)o2)cs1	-11%	-0.3	-2	0	4%	-13%	5%[57.1 µM]	-0.3	1%
Cc1csc(N/N=C/c2ccc([N+](=O)[O-])cc2)n1	-9%	1.7	-7	-2	-1%	-22%	6%	0.3	0%
CC(CNC(=O)C(C)(C)C)NC(=O)C(C)(C)C (configuration not stated)	-1%	0.0	3	-5	1%[0.457 µM]	-4%	-5%	-0.3	-9%
Clc1ccc(-c2noc(-c3cccnc3N3CCN(c4ccccc4)CC3)n2)cc1	0%	0.1	·	3	2%	-23%	19%	·	-3%
COC(=O)c1ccccc1NC(=O)C1CC(=O)N(C2CCCCC2)C1 (configuration not stated)	5%	-0.8	1	4	11%	-10%	9%	-0.8	4%
COC(=O)CNC(=O)C(CCSC)NC(C)=O (configuration not stated)	3%	-0.2	9	-3	2%	-17%	8%	0.4	1%
COc1cc2ncc(C(=O)c3ccccc3)c(N3CCN(Cc4ccccc4)CC3)c2cc1OC	-3%	-0.1	-4	5	21%[0.0914 µM]	-23%	17%	-1.0	6%
CC(C)(C)n1nnnc1CN1C2CCC1CC(NC(=O)Nc1ccccc1)C2 (configuration not stated)	9%	0.4	25	7	19%[57.1 µM]	-5%	-6%[57.1 µM]	-0.6	2%
N#CC(C(=O)OC1CCCCC1)c1nc2ccccc2nc1N1CCCCC1 (configuration not stated)	·	0.2	-3	2	·	·	·	0.0	·
CN1/C(=C\C(=O)c2cccnc2Cl)C(C)(C)c2ccccc21	-16%	-0.6	-6	-2	-4%	-13%	14%	-0.5	-10%

Structures above containing a thiophene ring, fused or not (seven):
SMILES	mIDH1 inhibitor	TRHR ag	D2 antagonist	TRHR enhancer	TrxR1 substrate	USP1-UAF1 inh	TrxR1 inh	D2 agonist	Pin1 inh
CN1CCN(C(=O)c2cc3sc4ccccc4c3s2)CC1	9%	-0.5	-2	5	4%	-14%	12%	-1.3	-2%
CCn1c(NC(=O)c2cccs2)nc2ccccc21	10%	3.4	-14	-8	3%[57.1 µM]	-13%	8%[57.1 µM]	1.0	-2%
Cc1ccccc1Cn1c(=O)n(C)c(=O)c2sccc21	8%	-0.1	7	3	-3%[57.1 µM]	-3%	-1%[57.1 µM]	0.8	-2%
COc1ccccc1N(CC(=O)NC1CCCCC1)C(=O)CNC(=O)c1cccs1	5%	0.3	-3	-4	2%[57.1 µM]	-16%	20%[57.1 µM]	-3.2	-1%
COc1ccccc1N1CCN(C(=O)CNS(=O)(=O)c2ccc(Br)s2)CC1	-4%&-16%	-1.2&-1.5	-3	-3&13	10%[0.0914 µM]	-6%&15%	11%[0.0914 µM]	-0.9&-1.2	-3%&5%
CCSc1nnc(-c2cccs2)o1	4%	-0.9	0	-8	27%[57.1 µM]	-6%	18%[57.1 µM]	0.2	-1%
CC(C)c1nc(CNC(=O)CCc2nnc(-c3ccsc3)o2)cs1	-11%	-0.3	-2	0	4%	-13%	5%[57.1 µM]	-0.3	1%

High-throughput results: PubChem, National Center for Advancing Translational Sciences (NCATS)
